Screens: PubChem, several laboratories
Diaph inh CS: counter-screen for diaphorase-based assays: diaphorase inhibitors and chemical oxidizers. diaphorase resazurin-to-resorufin fluorescence, NADH, 16 min; bacterial (C. kluyveri) enzyme, not human. inhibition, % at 20 µM. 0.69% of 190,000 active. AID 1217;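 active = primary screen inhibition at 20 µM above a set limit, cut at about 50% in these data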;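 also: plate controls were DMSO with full reaction for no effect and wells lacking NADH for full effect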
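System: Diaphorase enzyme from Clostridium kluyveri | Amount: Enzyme working solution with 0.14 U/mL diaphorase | Benchmarks: No-NADH positive control and DMSO neutral control | Signal: Fluorescence of resorufin formed from resazurin, Ex 544/Em 590 nm | Schedule: 16-min room-temperature incubation before reading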
SRC2 TRFRET art: TR-FRET artefact, counter-screen to PPARgamma/SRC-2 agonist assay | active compounds read high | TR-FRET ratio at 8 µM | 0.4% of 200,000 active | AID 1049; in the data active = TR-FRET ratio above about 2000; also: inactives centre near 1500
S1P3 antag: antagonists of human S1P3 receptor; Q99500; CHO S1P3 NFAT-BLA reporter, FRET fluorescence, antagonist mode; inhibition, % at 4.98 µM; 0.27% of 170,000 active; AID 485;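 active = inhibition above the plate cutoff, the mean inhibition of test wells on that plate plus 3 SD, cut at about 28% in these data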;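 also: cells challenged with S1P at its EC80 of 0.8 µM; blue over green emission ratio from cleaved BLA substrate after 4 h stimulation; 0% = S1P-stimulated wells and 100% = unstimulated DMSO-only wells; some compounds past the cut are filed as inactive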
Target sequence (Q99500 whole entry, looked up): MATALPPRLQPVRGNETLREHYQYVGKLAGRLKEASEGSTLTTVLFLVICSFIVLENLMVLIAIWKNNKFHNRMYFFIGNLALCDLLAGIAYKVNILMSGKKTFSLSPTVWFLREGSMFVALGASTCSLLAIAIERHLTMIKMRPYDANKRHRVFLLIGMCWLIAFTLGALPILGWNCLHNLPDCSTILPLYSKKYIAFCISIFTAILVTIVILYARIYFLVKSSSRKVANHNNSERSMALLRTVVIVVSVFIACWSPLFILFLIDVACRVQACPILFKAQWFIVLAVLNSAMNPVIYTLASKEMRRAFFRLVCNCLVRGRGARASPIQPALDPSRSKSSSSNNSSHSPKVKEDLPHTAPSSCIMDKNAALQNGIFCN
PMI act satM6P: increases human PMI activity with near-saturating mannose 6-phosphate; P34949; coupled PMI enzyme assay, resazurin fluorescence, 20 min; active compounds read high; 1 = untreated enzyme, 0 = substrate-free blank; activation factor at 20 µM; 0.34% of 190,000 active; AID 1216;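 active = activation factor of 2 or more at 20 µM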
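test system = human PMI in coupled enzyme assay | medium = HEPES-buffered pH 7.4 with magnesium and detergent | also added = 1.0 mM mannose-6-phosphate substrate with 0.22 mM NADP+ | compound = 20 µM single dose | times = 20 min incubation at room temperature | measured by = resorufin fluorescence (Ex 544/Em 590 nm) from resazurin via diaphorase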
PPARg SRC1 recr: agonists of human PPARgamma SRC-1 coactivator recruitment. P37231. PPARgamma-SRC-1 coactivator recruitment biochemical assay. activation, % at 8 µM. 0.41% of 200,000 active. AID 631; in the data active = activation above about 19%;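 also: 0% = DMSO and 100% = reference agonist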
Target sequence (P37231 whole entry, looked up): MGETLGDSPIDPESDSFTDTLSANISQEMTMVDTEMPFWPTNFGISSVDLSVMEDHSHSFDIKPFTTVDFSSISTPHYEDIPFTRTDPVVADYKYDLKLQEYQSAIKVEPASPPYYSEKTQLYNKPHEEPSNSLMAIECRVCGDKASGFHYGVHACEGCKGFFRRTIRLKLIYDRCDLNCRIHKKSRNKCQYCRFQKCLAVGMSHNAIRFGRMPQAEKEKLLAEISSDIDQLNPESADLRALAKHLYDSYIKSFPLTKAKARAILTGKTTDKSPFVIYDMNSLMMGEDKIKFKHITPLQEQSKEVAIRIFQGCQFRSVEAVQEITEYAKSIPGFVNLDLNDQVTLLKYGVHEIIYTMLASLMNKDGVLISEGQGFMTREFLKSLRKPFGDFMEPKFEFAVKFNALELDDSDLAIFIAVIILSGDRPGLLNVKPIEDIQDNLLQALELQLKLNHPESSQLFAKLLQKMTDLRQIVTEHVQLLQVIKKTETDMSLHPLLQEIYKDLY
G6PDH counter: L. mesenteroides G6PDH inhibition counter-screen; Purified L. mesenteroides G6PDH, diaphorase/resazurin coupled fluorescence, 45 min; AID 1020; 0.12% of 200,000 active; inhibition, % at 5 µM; in the data active = inhibition above about 50%
ROMK mod: human ROMK K+ channel modulation, primary screen | 2% of 130,000 active | B-score at 10 µM | P48048 | Tet-inducible ROMK, thallium flux fluorescence; actives lie on both sides | AID 1918;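 active = signal ratio slope over the read window, or its plate-corrected B-score, at least 3 SD from the plate mean, either direction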;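 also: B-score of the F/F0 ratio slope over 7 to 12 s after thallium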
PPARg SRC-2 ag: PPARgamma-driven SRC-2 recruitment agonism; P37231; PPARgamma LBD-SRC-2 recruitment, biochemical; activation, % at 8 µM; 0.34% of 200,000 active; AID 1032; in the data active = activation above about 22%;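 also: 0% = vehicle and 100% = reference agonist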
PPARg SRC-3 ag: PPARgamma-driven SRC-3 recruitment agonism | 0.26% of 200,000 active | activation, % at 8 µM | biochemical PPARgamma/SRC-3 coactivator recruitment assay | P37231; in the data active = activation above about 23%;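 also: 0% = DMSO and 100% = reference agonist; some compounds past the cut are filed as inactive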
Diaphorase act: diaphorase activation or chemical reduction counter-screen. Diaphorase/resazurin coupled assay, resorufin fluorescence, 16 min; active compounds read high; 1 = vehicle wells, 0 = NADH-free wells. activation factor at 20 µM. AID 1229. 0.005% of 190,000 active;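 active = diaphorase activity raised at least twofold by the compound at 20 µM; inactive = activation factor below 2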
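Measured by – red resorufin fluorescence at 544/590 nm excitation/emission · Test system – Clostridium kluyveri diaphorase, purified enzyme · Incubation – reaction time 16 min, room temperature · Buffer or medium – 50 mM HEPES pH 7.4 with 4.542 mM MgCl2, 0.005% Tween 20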
PMI activator: activators of human phosphomannose isomerase; 0.005% of 190,000 active; AID 1214; purified human PMI, coupled resazurin fluorescence, 20 min; active compounds read high; 1 = vehicle control, 0 substrate-free wells; P34949; activation factor at 20 µM;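 active = activation factor of 2 or more at 20 µM, relative to plate controls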
* marks the source's active call; other numbers are inactive results; x = not tested or not shown.

Every second line gives: Diaph inh CS, SRC2 TRFRET art, S1P3 antag, PMI act satM6P, PPARg SRC1 recr, G6PDH counter, ROMK mod, PPARg SRC-2 ag, PPARg SRC-3 ag, Diaphorase act, PMI activator
CCC(C)(C)NC(=O)CN(C(=O)C(=O)Nc1ccc2c(c1)OCCO2)C(C)(C)CC
    5, 1545, -18, 0.9, -3, 19, 0.058, 4, 0, 0.9, 1
Cc1csc(NC(=O)CSCC(=O)Nc2ccccc2)n1
    13, 1362, 9, 1, 2, -19, x, -2, 3, 0.9, 1
CCOC(=O)Cn1nnnc1CN(Cc1ccc(OC)cc1)Cc1cc2cc(C)cc(C)c2[nH]c1=O
    22, 1576, -3, 0.9, -7, -39, -0.066, 11, 0, 0.8, 0.9
O=C(/C=C/c1ccc(F)cc1)NCc1ccco1
    8, 1463, -5, 1, 3, 21, -0.48, 1, -1, 0.9, 1
CCn1c(C(O)c2ccc(C)cc2)nc2ccccc21 (centres undefined)
    -12, 1457, x, 1.1, 6, 9, x, 8, 0, 1.1, 1.1
CC(NS(=O)(=O)c1ccc(F)cc1)C(c1cccs1)N1CCOCC1 (centres undefined)
    2, 1494, -15, 1, 9, 2, 0.31, 1, 2, 1, 1
CC(C)CC(=O)NC1(C(F)(F)F)NC(=O)N(c2ccccc2)C1=O (centres undefined)
    15, 1611, -2, 1, -6, 7, 0.97, 5, 2, 0.8, 1
O=c1c(-c2ccnn2-c2ccccc2F)cnc2n1CCS2
    7, 1501, x, 1, -2, 2, -0.0095, 4, 2, 0.9, 1
COc1ccc([N+](=O)[O-])cc1NC(=O)CS(=O)(=O)c1ccc(C)cc1
    15, 1762, 3, 1, -3, 7, -0.11, 0, 1, 0.8, 1
Cc1cccc(NC(=O)c2sc3nc4c(c(-c5ccco5)c3c2N)CCC4)c1
    61*, 1695, x, 0.7, 7, 5, x, -7, -10, 0.4, 0.9
O=C(CSc1nnc(Cn2cnc3ccccc32)o1)c1ccccc1
    10, 1383, -3, 1, 8, -7, -0.59, 0, -11, 0.9, 1
COc1ccc(/C=N/OCC(=O)Nc2ccc3c(c2)OCO3)c(OC)c1
    13, 1682, -7, 0.9, 6, -1, 0.35, 10, 4, 0.9, 0.9
CC1CCC/C(=C\Nc2ccc(O)cc2)C1=O (centres undefined)
    42, 1671, -30, 0.4, 10, 25, -0.0059, -4, 11, 0.6, 0.7
COc1cc(C)nc(N(C)C(C)=O)n1
    5, 1479, -8, 1.1, -3, 1, 0.42, 9, 2, 1, 1.1
Cc1ccc(Cc2cnc(NC(=O)c3cccs3)s2)cc1
    6, 1619, x, 0.9, 3, 10, x, -5, 0, 0.9, 0.9
COc1cccc(-c2nc(CS(=O)(=O)CC(=O)NCCC(C)C)c(C)o2)c1
    13, 1566, 7, 1, 7, 2, x, 11, 16, 0.9, 1
C=CCc1c(C)nc2c(OC)cccc2c1Cl
    28, 1505, -13, 0.9, 3, 7, 0.68, 4, 7, 0.7, 0.9
COCCNC(=O)C(c1ccccc1)N(CCOC)C(=O)Cn1nnc2ccccc21 (centres undefined)
    21, 1354, -20, 0.9, -5, 1, -0.12, -6, -15, 0.8, 0.9
CCOC(=O)C1=C(c2ccccc2)N(C)C(=O)NC1c1ccc(OC(F)F)c(OC)c1 (centres undefined)
    16, 1551, -10, 0.9, 3, 11, -4.6*, 4, 8, 0.8, 0.9
Cc1ccc(S(=O)(=O)N2CCN(C(=O)CC3CCCC3)CC2)cc1
    20, 1571, -4, 0.8, -1, -15, 0.37, -2, -13, 0.8, 0.9
COCCn1c(SCc2ccc(OC)c(F)c2)nc2ccccc2c1=O
    12, 1792, -13, 1, 11, -1, -0.56, 12, 2, 0.9, 1
Cc1cc(C)c(C#N)c(SCc2nnc(-c3ccccc3[N+](=O)[O-])o2)n1
    26, 1632, 10, 0.8, 8, 20, -1.2, -4, 1, 0.7, 0.8
COc1cc(C(=O)Oc2ccccc2/C=N/NC(=O)c2ccc(Cl)cc2)cc(OC)c1OC
    10, 1571, -4, 1, -1, -3, 0.38, 0, 1, 0.9, 1.1
CC1(C)CC(=O)CC(C)(C)N1OC(=O)c1ccccn1
    11, 1554, -16, 0.9, 6, -8, x, 5, 5, 0.9, 0.9
O=C(Nc1ccccc1Cl)c1ccccc1S(=O)(=O)c1ccccc1[N+](=O)[O-]
    15, 1568, -6, 1.1, 3, -10, x, 1, 4, 0.8, 1.1
COCCCNC(=O)c1c(N)n(/N=C/c2cccnc2)c2nc3ccccc3nc12
    22, 1614, x, 0.9, 4, 2, -0.017, -2, -5, 0.8, 0.9
O=C(OC(C(=O)NCc1ccc2c(c1)OCO2)c1ccncc1)c1ccc(Cl)nc1 (centres undefined)
    4, 1508, -7, 1.1, 10, 0, -0.0012, 9, -3, 1, 1.1
CCOc1cc(/C=C2/C(=N)N3OC(C)=CC3=NC2=O)ccc1OCCOc1ccccc1
    12, 1389, x, 0.9, 2, -1, x, 4, 6, 0.9, 0.9
NC(=O)c1oc2ccccc2c1NC(=O)c1ccco1
    3, 1592, 16, 1, -2, 5, x, 6, 4, 1, 1
CCN1CCN(C(=O)c2ccc(OCC(=O)Nc3ccc(F)cc3)c(OC)c2)CC1
    7, 1423, -9, 1, -4, 3, -0.016, -2, 0, 0.9, 1

Some of these compounds in order of count of non-hydrogen atoms, rising.
Every second line gives: Diaph inh CS, SRC2 TRFRET art, S1P3 antag, PMI act satM6P, PPARg SRC1 recr, G6PDH counter, ROMK mod, PPARg SRC-2 ag, PPARg SRC-3 ag, Diaphorase act, PMI activator
O=C(/C=C/c1ccc(F)cc1)NCc1ccco1
    8, 1463, -5, 1, 3, 21, -0.48, 1, -1, 0.9, 1
COc1ccc([N+](=O)[O-])cc1NC(=O)CS(=O)(=O)c1ccc(C)cc1
    15, 1762, 3, 1, -3, 7, -0.11, 0, 1, 0.8, 1
CCN1CCN(C(=O)c2ccc(OCC(=O)Nc3ccc(F)cc3)c(OC)c2)CC1
    7, 1423, -9, 1, -4, 3, -0.016, -2, 0, 0.9, 1

Additional entries
Every second line gives: Diaph inh CS, SRC2 TRFRET art, S1P3 antag, PMI act satM6P, PPARg SRC1 recr, G6PDH counter, ROMK mod, PPARg SRC-2 ag, PPARg SRC-3 ag, Diaphorase act, PMI activator
O=C(Cn1ccc(C(F)(F)F)n1)N/N=C/c1ccc2c(c1)OCO2
    14, 1350, 5, 0.9, 9, -3, x, 1, 1, 0.9, 0.9
CC1CCCCC1NC(=O)C1CCN(C(=O)c2sccc2-n2cccc2)CC1 (centres undefined)
    3, 1536, -13, 1, -3, 13, x, -5, 6, 1, 0.9
O=C(Nc1nccs1)c1ccc(Br)o1
    14, 1457, 7, 1.1, -5, 4, x, -7, 5, 0.9, 1.1
CCCn1c(SCC(=O)NCCc2ccccc2)nnc1-c1cccnc1
    24, 1380, 20, 0.9, -1, 5, 0.15, 2, -12, 0.8, 0.9
CCOCCCNS(=O)(=O)c1ccc2c(c1)oc(=O)n2CC(=O)OCC
    10, 1419, 8, 0.9, 4, 23, x, 3, -9, 0.9, 1
CS(=O)(=O)N1CCN(c2ccc(NC(=O)CSc3ccc(Cl)cc3)cc2)CC1
    10, 1545, x, 1, 1, 5, -0.0089, 1, -12, 0.9, 1
CCOc1ccc(NC(=O)CN(c2ccc(OCC)cc2)S(=O)(=O)c2c(C)[nH]c(=O)[nH]c2=O)cc1
    6, 1313, -23, 0.7, -1, 12, x, 2, 0, 0.9, 1.1
O=C(N1CCCCCC1)N1CCN(C(=O)N2CCOCC2)CC1
    -2, 1471, -8, 1, 0, -6, 0.045, -7, 8, 1, 1
COc1ccc(N2C(=O)CC(S/C(N)=N/N=C(\C)c3cccs3)C2=O)cc1 (centres undefined)
    13, 1588, x, 1, -2, 14, x, 5, 1, 0.9, 1
O=C1OC(NC(=O)c2ccccc2)C(n2cc(CO)nn2)=C1Cl (centres undefined)
    17, 1491, 6, 0.9, 4, 15, 0.43, -6, 1, 0.8, 0.8
O=C(NCc1cccs1)c1ccc([N+](=O)[O-])cc1
    2, 1550, -1, 1.1, 1, 6, 0.42, 5, 3, 1, 1
Cc1ccc(Cl)cc1N1CCN(C(=O)CN(C2CCCCC2)S(C)(=O)=O)CC1
    8, 1600, x, 1, 2, 5, x, 6, 10, 0.9, 1
CC1CC(C)CN(c2ccc([N+](=O)[O-])nc2)C1 (centres undefined)
    10, 1352, 7, 0.5, 0, 2, -0.24, 1, 1, 0.9, 0.9
Cc1ccc(Cn2c(SCC(C)C)nc3c2c(=O)n(C)c(=O)n3C)cc1
    23, 1467, 1, 0.8, 5, 21, -0.35, -6, -2, 0.8, 0.8
C[C@H](NC(=O)c1ccccc1Cl)C(=O)OC(C(=O)Nc1cc(C(F)(F)F)ccc1Cl)c1ccccc1 (some centres undefined)
    6, 1645, x, 1, 0, 1, -0.54, 3, 21, 0.9, 0.9
CCCn1c(SCC(=O)NCCc2ccccc2)nnc1-c1ccccn1
    10, 1406, -4, 0.9, -1, -15, x, -1, 4, 0.9, 0.9
Cc1cnc(NC(=O)c2cc3c(C)nn(-c4ccccc4)c3s2)s1
    7, 1665, x, 0.8, 4, -26, x, 1, 7, 0.9, 0.8
COc1cc(/C=C2\SC(=O)NC2=O)ccc1Oc1cnccn1
    17, 1555, -6, 1, 17, 10, -1.4, 4, 7, 0.8, 1
O=C(NCCO)C1CCN(S(=O)(=O)c2ccc(F)cc2)CC1
    10, 1465, -17, 0.9, 3, 0, -6.9*, 3, -10, 0.9, 0.9
COc1ccc(NC(=O)CSc2nc3ccccc3c3nc4ccccc4n23)cc1
    -1, 1463, 10, 1, 2, 6, 0.54, -4, -2, 1, 0.9
COc1cccc(NC(=S)N2CCN(Cc3ccccc3)CC2)c1
    12, 1603, 3, 1, -3, -4, -0.62, 6, 1, 0.9, 0.9
Cc1cc(C)nc(NC(=O)c2ccc(OC(C)C)cc2)n1
    3, 1416, x, 1, 1, -2, -0.5, -3, 8, 1, 1.1
Cc1ccc(-c2csc(NC(=O)COc3ccc(N(C)S(=O)(=O)c4ccc(C)cc4)cc3)n2)cc1
    20, 1707, 4, 0.9, -1, 9, x, 2, 6, 0.8, 0.9
Cc1nc2ncnn2c(C)c1CCC(=O)NC(C)CCc1ccco1 (centres undefined)
    10, 1444, 20, 1.1, 3, 5, x, 2, -7, 0.9, 1.1

Rewritten as comma-separated lines: entries from further up
smiles,Diaph inh CS,SRC2 TRFRET art,S1P3 antag,PMI act satM6P,PPARg SRC1 recr,G6PDH counter,ROMK mod,PPARg SRC-2 ag,PPARg SRC-3 ag,Diaphorase act,PMI activator
COc1cccc(NC(=S)N2CCN(Cc3ccccc3)CC2)c1,12,1603,3,1,-3,-4,-0.62,6,1,0.9,0.9
COc1cc(/C=C2\SC(=O)NC2=O)ccc1Oc1cnccn1,17,1555,-6,1,17,10,-1.4,4,7,0.8,1
